LAP4-GFP MLPCN: yeast TOR pathway LAP4-GFP modulation. S. cerevisiae LAP4-GFP multiplex, flow cytometry GFP, 3 h; median GFP as percent of DMSO wells. GFP response vs DMSO, % at 10 µM. 320,000 tested, 0.34% active;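 active = GFP response vs DMSO above a set limit, about the screen mean plus 3 SD, cut at about 150% in these data; inconclusive = under 70 cell events counted for the yeast strain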
AHR activator: activates the human aryl hydrocarbon receptor. activation, % at 5 µM. P35869. AHR-responsive luciferase reporter cells, luminescence. AID 2796. 320,000 tested, 2.5% active; in the data active = activation above about 47%;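 also: 0% = vehicle wells and 100% = reference agonist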
MEP2 TOR yeast: modulators of TOR pathway MEP2-GFP in S. cerevisiae; GFP response vs DMSO, % at 10 µM; 330,000 tested, 0.51% active; AID 2016; S. cerevisiae MEP2-GFP strain, flow cytometry GFP, 3 h; 100% = DMSO control level;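 active = GFP response versus DMSO above a set limit, roughly screen mean plus 3 SD, cut at about 180% in these data; inconclusive = fewer than 70 cells counted for a yeast strain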;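 also: median GFP fluorescence of the barcode-gated MEP2-GFP cells per well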
AGP1 TOR yeast: yeast TOR pathway AGP1-GFP modulation; GFP response vs DMSO, % at 10 µM; S. cerevisiae AGP1-GFP multiplex flow cytometry, 3 h; GFP as percent of DMSO wells; 320,000 tested, 0.02% active; AID 2066;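 active = GFP response relative to DMSO above a set limit, near screen average plus 3 SD, cut at about 150% in these data; inconclusive = fewer than 70 cells counted for the yeast strain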;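 also: median GFP channel fluorescence of the gated AGP1 strain per well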
RPL19A TOR yeast: yeast TOR pathway RPL19A-GFP modulation; S. cerevisiae RPL19A-GFP strain, flow cytometry, 3 h; active compounds read low; percent response vs DMSO, % at 10 µM; 330,000 tested, 0.3% active;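 active = percent response vs DMSO below 50%; inconclusive = fewer than 70 events counted for the yeast strain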;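 also: median channel GFP fluorescence of the barcoded RPL19A-GFP strain; ratio of sample median GFP to plate DMSO average so 100% = DMSO; lower means less RPL19A-GFP as with rapamycin TOR inhibition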
proCasp3 act: activators of human procaspase-3; P42574; recombinant procaspase-3 D3A, Ac-DEVD-pNA absorbance 405 nm; activation, % at 8.5 µM; 330,000 tested, 0.11% active; AID 463141;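 active = activation above the mean of all tested compounds plus 3 SD, cut at about 21% in these data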;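 also: 0% = DMSO alone and 100% = DMSO wells spiked with extra 5 µM PC-3 D3A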
Target sequence (P42574 whole entry D9A/D28A/D175A): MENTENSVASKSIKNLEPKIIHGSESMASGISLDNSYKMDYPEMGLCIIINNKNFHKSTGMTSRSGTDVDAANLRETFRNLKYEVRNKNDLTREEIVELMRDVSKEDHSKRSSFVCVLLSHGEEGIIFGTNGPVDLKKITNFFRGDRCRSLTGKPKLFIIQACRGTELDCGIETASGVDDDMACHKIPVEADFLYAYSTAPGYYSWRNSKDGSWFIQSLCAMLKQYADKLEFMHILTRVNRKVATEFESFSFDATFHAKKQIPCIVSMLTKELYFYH
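Technique: 405 nm absorbance of p-nitroaniline, reads at 0 and 120 min; Test system: Procaspase-3 D3A mutant; Incubation: 1 h enzyme-compound preincubation, then 2 h substrate reaction, 25 °C; Repeats: singlicate, each compound tested once; Benchmarks: low control DMSO wells, high control DMSO plus 5 µM PC-3 D3A.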
CIT2-GFP yeast: modulators of TOR pathway CIT2-GFP in S. cerevisiae; S. cerevisiae CIT2-GFP strain, flow cytometry, 3 h; 100 means same as DMSO wells; GFP response vs DMSO, % at 10 µM; 320,000 tested, 0.065% active;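 active = GFP response relative to DMSO above a set limit, near the screen mean plus 3 SD, cut at about 150% in these data; inconclusive = Fewer than 70 cells measured for a yeast strain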;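 also: ratio of well median GFP fluorescence to mean of DMSO wells on the plate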
proCasp7 act: counter-screen for procaspase-3 activators: activators of human procaspase-7. P55210. recombinant procaspase-7, Ac-DEVD-pNA absorbance 405 nm; D23A/D198A/D206A triple mutant, cannot self-cleave; scale: DMSO 0, 5 µM enzyme 100. activation, % at 8.5 µM. 330,000 tested, 0.093% active;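 active = percent activation above the screen-wide mean plus 3 SD, cut at about 25% in these data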
Target sequence (P55210 whole entry D23A/D198A/D206A): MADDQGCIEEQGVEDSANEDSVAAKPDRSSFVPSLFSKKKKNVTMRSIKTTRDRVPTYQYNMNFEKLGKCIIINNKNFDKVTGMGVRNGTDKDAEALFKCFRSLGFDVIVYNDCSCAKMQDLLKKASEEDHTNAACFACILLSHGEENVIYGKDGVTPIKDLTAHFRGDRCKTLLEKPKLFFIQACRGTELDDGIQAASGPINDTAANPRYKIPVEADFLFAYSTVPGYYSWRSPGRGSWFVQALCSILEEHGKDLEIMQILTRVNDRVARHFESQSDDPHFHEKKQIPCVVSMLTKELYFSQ
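Detection: p-Nitroaniline absorbance at 405 nm, read at 0 and 120 min; system: Uncleavable procaspase-7 mutant enzyme; evaluation: % activation from two-timepoint absorbance difference, scaled to controls; times: 1 h enzyme–compound preincubation and 2 h substrate reaction, both 25 °C; buffer or medium: Zinc-free HEPES pH 7.4 with 300 mM NaCl, 0.01% Triton X-100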
* hit, by the source's call; ? = inconclusive; / = no result given; [ ] = remark or other dose. Outcome played no part in choosing rows. About 3.5% of those tested had a hit in this group.

Every second line gives: LAP4-GFP MLPCN	AHR activator	MEP2 TOR yeast	AGP1 TOR yeast	RPL19A TOR yeast	proCasp3 act	CIT2-GFP yeast	proCasp7 act
- CC1CC(C)CN(C(=O)CCCNC(=O)c2ccc(Cl)cc2)C1 (stereo unspecified)
→ 97	-8	96	104	101	1	97	0
- O=C(NNC(=O)c1ccccc1Br)c1ccc(SCC2CCCO2)c([N+](=O)[O-])c1 (stereo unspecified)
→ 100	3	98	96	94	-4	95	-1
- Cc1ccccc1OCc1nnc2n1CC(C)S2 (stereo unspecified)
→ 99	1	98	102	99	-3	101	3
- O=C(O)CN1CCN(CC(=O)O)CCN(CC(=O)O)CCN(CC(=O)O)CC1
→ 107	-2	99	89	91	6	80	3
- CCOC(=O)c1sc(N2C(=O)C(O)=C(C(=O)c3ccco3)C2c2cccc([N+](=O)[O-])c2)nc1C (stereo unspecified)
→ 110	1	104	97	98	-5	100	-10
- Cc1ccc(N2C(=O)C3CCC(C)(C2=O)C3(C)C)cc1C (stereo unspecified)
→ 98	3	96	103	96	-5	102	4
- Cc1ccccc1N1CCN(C2CCCN(C(=O)CCC(F)(F)F)C2)CC1 (stereo unspecified)
→ 107	-3	112	99	101	4	103	-12
- CC[C@H]1C/C=C\Cc2ccccc2[C@H](C(=O)C[C@@H](O)CC(C)=O)OC1=O
→ 99	0	101	99	97	3	102	-4
- CCCn1c(N)c(N(CCOC)C(=O)c2ccc(-c3ccc(Cl)cc3)o2)c(=O)[nH]c1=O
→ 116	7	102	113	103	6	107	0
- O=C(NCc1ccc(Cl)cc1)c1cc(-c2cccs2)on1
→ 112	-4	102	98	95	8	90	16
- COc1ccc2c(C)cc(SCC(=O)Nc3cc(C(N)=O)cc(C(N)=O)c3)nc2c1
→ 115	7	100	108	98	0	91	-1
- CC1=NNC(=O)C1CC(=O)N/N=C(/C)c1cccc([N+](=O)[O-])c1 (stereo unspecified)
→ 97	1	105	103	101	2	106	2
- Cc1cc(NC(=O)c2ccc(F)cc2)n(-c2ccccn2)n1
→ 101	5	92	93	97	5	94	7
- CCCCn1c(C(C)O)nc2ccccc21 (stereo unspecified)
→ 99	0	105	99	99	5	100	-14
- COc1cc(/C=N/NC(=O)c2ccc(NC(=O)C3CC3)cc2)ccc1OC(C)=O
→ 62[may fluoresce red]	3	91[may fluoresce red]	?	?	15	98[may fluoresce red]	-3
- Cc1cnc(CNC(=O)C2CCC(=O)N(CCc3cccc(F)c3)C2)[nH]1 (stereo unspecified)
→ 94	0	102	92	98	2	97	-4
- CCOC(=O)C1=C(c2ccccc2)NC(=O)NC1c1ccc(N(C)C)cc1 (stereo unspecified)
→ 93	-3	97	89	93	-5	94	-7
- CC(C)(C)c1ccc(C(=O)N/N=C2\C3CN4CCN(C3)CC2(c2ccccc2)C4)cc1
→ 112	14	159	94	99	-3	75	-17
- Cc1cc(C)n(C(=O)c2cc3c(s2)CCCC3)n1
→ /	2	93	91	93	8	87	-6
- COc1ccc(CNCCSc2nnnn2C)cc1OC
→ 114	0	108	/	104	0	108	9

In the list so far, 2 have a furan ring, fused or not:
Every second line gives: LAP4-GFP MLPCN	AHR activator	MEP2 TOR yeast	AGP1 TOR yeast	RPL19A TOR yeast	proCasp3 act	CIT2-GFP yeast	proCasp7 act
- CCOC(=O)c1sc(N2C(=O)C(O)=C(C(=O)c3ccco3)C2c2cccc([N+](=O)[O-])c2)nc1C (stereo unspecified)
→ 110	1	104	97	98	-5	100	-10
- CCCn1c(N)c(N(CCOC)C(=O)c2ccc(-c3ccc(Cl)cc3)o2)c(=O)[nH]c1=O
→ 116	7	102	113	103	6	107	0

(list continues)
Every second line gives: LAP4-GFP MLPCN	AHR activator	MEP2 TOR yeast	AGP1 TOR yeast	RPL19A TOR yeast	proCasp3 act	CIT2-GFP yeast	proCasp7 act
- CN(C)/C=C(/C(=O)c1ccc(Cl)c(Cl)c1)c1nnnn1-c1ccccc1
→ 107	0	101	99	100	-1	90	-4
- COCCNC(=S)N/N=C(\C)c1ccc(C)c([N+](=O)[O-])c1
→ 104	26	105	100	104	3	94	-3
- CS(=O)(=O)N(CC(=O)Nc1ccc2c(c1)OCO2)Cc1ccccc1
→ 105	15	97	93	94	-4	93	14
- CCOc1cc(/C=N\NC(=O)c2ccc(C)nc2)cc([N+](=O)[O-])c1O
→ 93	4	108	104	105	3	105	-19
- Cc1ccc2nc(CCl)[n+]([O-])c(-c3ccccc3)c2c1
→ 104	6	112	100	96	4	100	-4
- CCOc1ccccc1CN1CCC(n2nccc2NC(=O)C2CCCC2)CC1
→ 101	-3	108	100	105	2	98	3
- CCc1ccc2[nH]c3nc(C)cc(C)c3c(=O)c2c1
→ 94	48*	105	98	105	-11	110	7
- Nc1nnnn1/N=C/c1ccccc1C(F)(F)F
→ 104	2	99	106	102	8	107	13
- COC(=O)C(C)N1CCC(=O)c2ccccc2S1(=O)=O (stereo unspecified)
→ 128	0	92	86	97	-1	84	4
- Cc1ccc(C(=O)CSc2nnc(-c3ccco3)n2Cc2ccccc2)cc1
→ 102	12	100	101	99	5	94	4
- CCC(=O)Nc1ccc(S(=O)(=O)Nc2ncccn2)cc1
→ 95	1	92	98	97	2	89	-10
- CCOC(=O)c1cnc2c(C)c(Cl)ccc2c1N1CCOCC1
→ 93	7	95	96	95	2	82	2
- CCNS(=O)(=O)c1ccc(NC(=O)c2cc(C(F)(F)F)nn2C)cc1
→ 99	1	97	104	102	-1	107	6
- COc1cc(CNn2c(C)n[nH]c2=S)cc(Cl)c1OCC(=O)NC(C)(C)C
→ 92	3	107	100	100	-10	104	-12
- O=C(CSc1nnc2c(n1)[nH]c1ccc(S(=O)(=O)N3CCOCC3)cc12)Nc1ccc(F)c(F)c1
→ 89	1	92	89	92	3	93	-9
- NS(=O)(=O)c1cc(C2(O)NC(=O)c3ccccc32)ccc1Cl (stereo unspecified)
→ 104	-4	90	96	98	4	93	0
- O=C(NNC(=S)NC(=O)c1ccco1)c1ccc(F)cc1
→ 218*	0	116	120	98	-9	103	-14
- Cc1ccc(Nc2ccc(C(=O)N3CCCC3)cn2)c(C)c1
→ /	7	109	93	92	8	88	3
- Cc1ccc(S(=O)(=O)CCC(=O)OCC(=O)c2cc(C)n(C)c2C)cc1
→ 98	-2	99	101	100	8	96	-8
- CCc1ccccc1NC(=O)C1CCCN(c2nn3c(=O)cc(C)nc3s2)C1 (stereo unspecified)
→ 105	0	104	102	100	8	102	9
- COc1cc(/C=C/C(=O)Nc2ccc(OC)c(S(=O)(=O)N3CCOCC3)c2)ccc1OCC#N
→ 90	-1	94	97	101	-4	109	4
- COc1ccccc1-c1csc2ncnc(Sc3nnnn3C)c12
→ 92	-1	95	99	97	-1	93	3
- Cn1nc(C(=O)N2CCN(c3ccccc3F)CC2)c2c1-c1ccccc1S(=O)(=O)C2
→ 106	3	97	98	93	6	93	4
- Cc1ccccc1C(=O)NC1CCN(C(=O)NCc2ccccc2)CC1
→ 93	0	106	99	96	-2	104	1
- CCOc1ncccc1C(=O)NCc1ccccc1F
→ 104	1	104	107	102	8	95	1
- COc1ccc(CCNC(=O)COC(=O)/C=C/c2ccc3c(c2)OCO3)cc1
→ 118	5	98	111	89	-4	93	-15
- S=C1NCN(Cc2ccco2)CN1Cc1ccco1
→ 105	1	98	102	97	1	92	2
- Cn1nnc(NC(=S)NC(=O)c2cccc3ccccc23)n1
→ 105	4	99	99	100	-17	95	-33
- CCOc1ccc(-n2c(Cc3cc(=O)[nH]c(=O)[nH]3)nnc2SCc2cccnc2)cc1
→ 92	0	92	100	97	7	96	-1
- CC1=CCC2C(=O)N(c3ccccc3OC(=O)c3ccccc3F)C(=O)C2C1 (stereo unspecified)
→ 90	19	95	95	95	4	95	-1
- CCc1ccc2c(c1)cc(CN(C(=S)Nc1cccc(C)c1)C1CC1)c1nnnn12
→ 92	3	92	69	104	-2	61	0
- CN1CCN(C(=O)CCN2C(=O)c3ccccc3C2=O)CC1
→ 89	-1	85	91	89	3	92	8
- Cc1cc(Oc2ccc(C)c(Cl)c2)nc(SCC(=O)c2ccccc2)n1
→ 95	2	107	94	95	-1	99	7
- Cc1cc(N2CCN(C)CC2)nc2ccc(NC(=O)c3ccc4c(c3)OCO4)cc12
→ 96	3	153	31	76	4	100	5
- CC(=O)c1cccc(NC(=O)CSc2nc(=O)n(Cc3ccccn3)c3c2CCC3)c1
→ 102	-2	94	106	97	6	100	6
- COc1cc(C(=O)Sc2ccc(C)cc2)cc(OC)c1OC
→ 105	-2	110	106	95	2	89	7
- Cc1ccc(C(=O)NCCN(C)C)c(C)c1
→ 110	6	111	114	110	0	109	11
- COCC1CCN(C(=O)c2ccc3oc(CCCc4ccccc4)nc3c2)C1 (stereo unspecified)
→ 106	4	100	104	101	10	102	8
- CCCCNC(=O)N(c1c(N)n(Cc2ccccc2)c(=O)[nH]c1=O)C1CCCC1
→ 101	0	105	103	107	-9	104	4
- CC(C)(C)NC(=O)c1ccc(Cn2cc(C(F)(F)F)ccc2=O)cc1
→ 103	-1	97	102	99	-4	92	11
- CN(C)c1ccc(C2CC(=O)OC3=C2C(=O)CC(C)(C)C3)cc1 (stereo unspecified)
→ 95	-1	92	95	99	-7	95	-8
- CCn1c(=O)c(=O)[nH]c2cc(C(=O)N(C)Cc3ccc(OC)c(F)c3)ccc21
→ 104	2	108	104	103	-6	105	8
